SENP8 inh: blocks human SENP8 cleavage of Nedd8 substrate | Q96LD8 | recombinant SENP8, Nedd8 substrate fluorescence | inhibition, % at 20 µM | 360,000 compounds, 0.64% hits; in the data active = inhibition mostly above about 40%, no sharp cut-off; inactive = mostly below about 27%
Target sequence (Q96LD8 whole entry, looked up): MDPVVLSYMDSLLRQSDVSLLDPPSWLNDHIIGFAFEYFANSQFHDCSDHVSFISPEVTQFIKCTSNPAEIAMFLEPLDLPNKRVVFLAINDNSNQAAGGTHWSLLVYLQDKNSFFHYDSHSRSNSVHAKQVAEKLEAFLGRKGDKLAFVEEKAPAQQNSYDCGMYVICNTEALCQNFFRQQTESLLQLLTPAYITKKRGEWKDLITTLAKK
SENP1 FRET inh: blocks the human SENP1 SUMO protease catalytic domain; recombinant SENP1 catalytic domain, CyPet-SUMO1-YPet FRET cleavage; 360,000 compounds, 0.21% hits; inhibition, % at 10 µM;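 active = inhibition at least 30% at 10 µM, raw YFP signal under a set limit, fluorescence ratio 0.5 to 1.5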;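 note: 0% = enzyme with DMSO and 100% = no enzyme wells; some results filed as inactive read as strong as hits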
Target sequence (Q9P0U3 419-644 limits assumed): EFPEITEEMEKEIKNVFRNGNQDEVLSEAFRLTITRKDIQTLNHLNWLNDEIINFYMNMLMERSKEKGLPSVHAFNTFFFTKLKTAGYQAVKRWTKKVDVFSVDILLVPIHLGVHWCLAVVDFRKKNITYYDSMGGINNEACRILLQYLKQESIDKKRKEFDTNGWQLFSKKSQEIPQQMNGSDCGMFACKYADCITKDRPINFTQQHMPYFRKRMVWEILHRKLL
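Test system: recombinant human SENP1 catalytic domain, His6-tagged / Medium: pH 8 Tris buffer with EDTA, NaCl, BME, BSA, NP40, catalase / Also added: SUMO1 FRET substrate flanked by Cypet and Ypet, 25 nM / Times: 50 min reaction at room temperature / Signal: FRET, CFP and YFP emission / Control set: no-enzyme low control and enzyme-plus-DMSO high control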
ATG4B inhibitor: blocks human ATG4B protease cleavage of LC3 substrate | ATG4B cleavage of LC3-PLA2, NBD-HPC fluorescence, 1 h | inhibition, % at 8.33 µM | 340,000 compounds, 0.51% hits | AID 504462; in the data active = inhibition above about 40%
Target sequence (Q9Y4P1 whole entry, looked up): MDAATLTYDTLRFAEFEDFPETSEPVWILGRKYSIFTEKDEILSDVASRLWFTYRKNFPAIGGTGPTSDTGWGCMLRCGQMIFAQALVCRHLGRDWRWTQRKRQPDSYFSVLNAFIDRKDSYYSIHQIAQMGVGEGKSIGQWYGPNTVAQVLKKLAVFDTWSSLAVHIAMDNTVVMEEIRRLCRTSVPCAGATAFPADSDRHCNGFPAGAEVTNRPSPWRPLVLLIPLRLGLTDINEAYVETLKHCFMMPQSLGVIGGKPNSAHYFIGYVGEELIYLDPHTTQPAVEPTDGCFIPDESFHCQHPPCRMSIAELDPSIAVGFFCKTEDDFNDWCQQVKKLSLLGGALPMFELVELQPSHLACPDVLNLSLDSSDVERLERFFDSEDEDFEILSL
PfGluPho inh: PfG6PD (Plasmodium falciparum) enzyme inhibition | PfGluPho enzyme, NADPH resazurin-diaphorase fluorescence | inhibition, % at 20 µM | 350,000 compounds, 0.78% hits | AID 504690;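 active = inhibition reaching at least a set limit at 20 µM in the primary screen, cut at about 59% in these data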;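 note: 0% = DMSO wells with substrate and 100% = DMSO wells lacking glucose-6-phosphate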
hIAP activ: increases human intestinal alkaline phosphatase activity | purified human IAP, CDP-Star luminescence, 30 min; stronger effect = higher value; 1 = vehicle-only enzyme, 0 = enzyme-free background | 330,000 compounds, 0.16% hits | AID 2524 | activation factor at 10 µM;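 active = activation factor of the enzyme at least 2-fold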; note: the source names both 10 and 20 µM as test concentration; values of inactives mirror those of a sister screen read the other way
MPTP inh: blocks calcium-induced mitochondrial swelling; inhibition, % at 10 µM; 360,000 compounds, 1.4% hits; isolated mouse mitochondria, Ca2+ swelling absorbance, 30 min;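 active = inhibition of 50% or more, scaled per plate between neutral and stimulator controls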;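 note: 0% = DMSO wells given calcium and 100% = 1 mM EGTA wells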
SENP6 inh: SENP6 protease inhibition; Q9GZR1; Recombinant SENP6 catalytic domain, aminoluciferin luminescence; inhibition, % at 10 µM; 330,000 compounds, 1.8% hits; AID 2599;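 active = inhibition above about 50% at the single tested dose, limit read from the data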;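 note: plate controls were DMSO wells with enzyme for no effect and DMSO wells lacking enzyme for full effect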
GRIN3A LBD mod: modulators (binders) of human NR3A ligand-binding domain. NR3A LBD differential scanning fluorimetry, Tm shift; 0% = protein alone, 100% = glycine-bound protein. Tm shift relative to glycine control, % at 25 µM. 340,000 compounds, 2.5% hits;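 active = melting temperature shift of at least 10% of the positive control shift, at one fixed dose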
Active calls of the source: *; · = no result given.

smiles	SENP6 inh	SENP8 inh	ATG4B inhibitor	PfGluPho inh	SENP1 FRET inh	hIAP activ	MPTP inh	GRIN3A LBD mod
Cc1cccc(C)c1NC(=O)CCCSc1nnc(-c2ccco2)n1-c1ccccc1	-15	27	9	6	-1	0.93	-2.2	-1
CCCNC(=O)OCc1cccnc1Sc1ccc(C)cc1	4	16	4	6	0	1.1	-0.5	0
O=C(CN1C(=O)c2cccnc2Oc2ccc(Cl)cc21)NCCc1ccccc1	-3	6	-2	-6	2	1	-1.1	1
COc1ccc(CSCC(=O)N/N=C/c2ccc(OCC(=O)NCc3ccco3)cc2)cc1	13	16	-17	-9	-1	0.93	1.6	0
Cc1cc(=O)[nH]c(SCC(=O)OCc2ccccc2)c1C#N	-9	-1	-2	-1	0	0.93	-1.0	0
COc1ccc(S(=O)(=O)NNC(=O)C(=O)NNc2ccccn2)cc1	23	10	-1	-5	3	3*	1.1	0
O=c1c2c(ncn2C2CCCC2)n(Cc2ccccc2)c(=O)n1CCOc1ccccc1	-2	28	-7	8	0	1.1	5.7	15*
O=C(CCCc1ccccc1)NCc1ccc2c(c1)OCO2	16	17	-8	-17	0	0.98	0.4	0
CCCCn1c(C23CC4CC(CC(C4)C2)C3)n[nH]c1=S	-9	5	-5	20	-4	1.2	-0.5	-3
Cc1ccccc1NC(=O)CN1C(=O)N/C(=C\c2ccccc2OCc2ccc(C(=O)O)cc2)C1=O	·	-213	5	-26	25	·	0.1	2
COc1ccc(CC(=O)Nc2cccnc2)cc1	15	2	0	-22	0	1.1	-2.2	0
Cc1cccc(OCCCCc2c(C)n[nH]c2C)c1	3	8	-2	41	-1	1	10	3
O=C(COC(=O)/C=C/c1cccc(C(F)(F)F)c1)NCc1ccco1	-16	8	-8	6	0	0.97	-2.7	2
CS(=O)(=O)Nc1ccc(C2=NN(C(=O)c3ccco3)C(c3ccccc3F)C2)cc1 (stereo not drawn)	-31	-96	-7	25	-4	0.97	1.9	-2
COC(=O)c1cc(=O)n(Cc2ccc3c(c2)OCO3)c(=Nc2ccc(F)c(Cl)c2)s1	-2	28	12	9	1	0.77	3.2	-4

Reprinted from the part before: 5 entries, then new ones.
smiles	SENP6 inh	SENP8 inh	ATG4B inhibitor	PfGluPho inh	SENP1 FRET inh	hIAP activ	MPTP inh	GRIN3A LBD mod
COc1ccc(CC(=O)Nc2cccnc2)cc1	15	2	0	-22	0	1.1	-2.2	0
Cc1cccc(OCCCCc2c(C)n[nH]c2C)c1	3	8	-2	41	-1	1	10	3
O=C(COC(=O)/C=C/c1cccc(C(F)(F)F)c1)NCc1ccco1	-16	8	-8	6	0	0.97	-2.7	2
CS(=O)(=O)Nc1ccc(C2=NN(C(=O)c3ccco3)C(c3ccccc3F)C2)cc1 (stereo not drawn)	-31	-96	-7	25	-4	0.97	1.9	-2
COC(=O)c1cc(=O)n(Cc2ccc3c(c2)OCO3)c(=Nc2ccc(F)c(Cl)c2)s1	-2	28	12	9	1	0.77	3.2	-4
Cn1nnnc1SCC(=O)N1CCCCC1	-6	4	1	-11	5	0.85	-0.2	0
CCN(CC)CCNC(=O)c1cc(Br)c(N)cc1OC	-6	-3	-6	0	-1	0.86	-4.5	3
Cc1nn(CC(=O)N2c3ccccc3NC(=O)C2(C)C)c(C)c1[N+](=O)[O-]	-5	6	-2	4	0	0.88	-0.8	-1
CC(=O)C1=C(O)C(=O)N(c2ccc(Br)cc2)C1c1ccc(Cl)cc1 (stereo not drawn)	-10	-95	4	-1	-3	1.1	0.7	-1
CCOc1ccc2[nH]c(=O)c(CN(Cc3ccco3)Cc3nnnn3Cc3ccccc3)cc2c1	-5	-288	0	14	-42	0.9	-1.0	-9
Cc1ccc(NS(=O)(=O)c2ccc(OCC(=O)NCc3ccccn3)cc2)cc1	0	3	-3	12	0	1.2	-0.9	0
COC(=O)c1ccc(CSc2nnc(NC(C)C)s2)o1	12	12	9	35	1	0.87	-0.7	0
Cc1ccc(N2C(=O)N(CC(=O)Nc3cccc([N+](=O)[O-])c3C)C(=O)C2C)cc1 (stereo not drawn)	-20	8	31	7	2	0.96	-0.8	-3
COc1ccc(-c2noc(CCCCC(=O)N3CCN(c4cc(C)ccc4C)CC3)n2)cc1	·	6	-2	13	-1	·	97*	-1
COc1cccc(-c2ccc(SCC(=O)N3CCN(c4ccccc4)CC3)nn2)c1	-3	27	-14	9	-2	1.1	-0.4	1
CNC(=O)Cn1nc(-c2ccc(C)cc2)c2ccccc2c1=O	-4	16	-6	9	1	1.2	0.0	0
COc1ccc(OC(=O)COc2ccc(C)cc2)cc1	-7	8	-12	9	6	0.99	-1.2	-1
Cc1ccc(C(=O)N/C(=C\c2ccco2)C(=O)NCCCn2ccnc2)cc1C	-4	2	-7	1	-2	0.14	0.8	0
CCn1c(C)nc2cc(C(=O)N/N=C/c3ccccc3)ccc21	20	2	-1	0	4	0.91	1.0	-1
COC(=O)c1csc(S(=O)(=O)N2CCOCC2)c1OC	8	7	-6	9	0	0.8	-1.2	2
COc1ccc(C2=NS(=O)(=O)N(C)C(C(=O)N3CCC(C(N)=O)CC3)=C2)cc1	9	-313	-11	14	0	0.85	-1.4	2
CCCCOc1ccc(-c2[nH]ncc2C=O)cc1	5	-2	0	0	2	0.99	1.3	-6
O=C(CCS(=O)(=O)c1ccccc1)N(CCCN1CCOCC1)c1nc2c(F)cccc2s1	-1	19	-1	4	2	0.92	-0.8	2
COc1c(C)cc(Br)cc1C(=O)Nc1ccc(N2CCN(S(C)(=O)=O)CC2)cc1	5	1	2	-1	5	0.9	2.1	-1
O=C1NCCCC1C(=O)N/N=C/c1cccc([N+](=O)[O-])c1 (stereo not drawn)	12	18	3	5	2	0.99	1.2	-1
CC(C)c1ccc(/C=N/NC(=O)CN(c2cccc(Cl)c2Cl)S(C)(=O)=O)cc1	-33	8	-13	37	1	1.2	1.9	9
O=C(CSc1nnc(Cn2nnc3ccccc32)o1)N(Cc1ccc(Cl)cc1)c1ccccc1	-5	14	-20	16	0	1.2	96*	1
Nc1ccc(N2CCN(c3cccc(Cl)c3)CC2)cc1	-3	30	-3	33	3	0.82	5.8	-2
C[C@@H]1CN([C@H](C)CO)C(=O)c2c(c3ccccc3n2C)-c2ccccc2CO[C@H]1CN(C)Cc1cccc(C(=O)O)c1	·	-6	·	2	0	·	-2.1	·
COc1cc(NC(=O)Cn2cnc(S(=O)(=O)N3CCC(C)CC3)c2)cc(OC)c1OC	-7	23	-3	6	1	0.98	0.9	0
COC(=O)CN1C(=O)C2(OCCCO2)c2ccccc21	17	13	-5	-8	0	1	-2.2	1
CC(CCCN(C)C)C(Cc1ccccc1)c1ccccc1 (stereo not drawn)	-29	8	7	-3	1	1.1	0.6	0
CC1Cc2ccccc2N1C(=O)c1ccc(F)c(S(=O)(=O)N2CCOCC2)c1 (stereo not drawn)	16	8	-6	4	-3	1	0.5	1
CC(C(=O)NCc1ccc2c(c1)OCO2)c1ccc([N+](=O)[O-])cc1 (stereo not drawn)	-23	15	-3	-4	1	0.9	1.4	0
COc1ccc(NC(=O)C[C@H]2C(=O)N(CCc3ccccc3)C[C@@H]2c2ccc(OC)cc2)cc1	·	-35	·	10	0	·	-0.5	·
CC(C)(C)[C@@H]1COC(=O)[C@H](Cc2ccc(F)cc2)C/C=C\C[C@H](CC(=O)N(CCO)Cc2ccccc2)C(=O)N1	6	22	-12	-1	1	1	-2.2	-1
CCn1cc(/C=C(\NC(=O)c2ccc(OC)c(OC)c2)C(=O)N2CCN(C)CC2)c2ccccc21	-10	-9	-8	8	-11	1.3	-1.0	0
CC(O)CN=c1cc(-c2ccccc2)oc2ccc(Cl)cc12 (stereo not drawn)	36	-5	-14	0	2	0.93	-0.3	0
CCOC(=O)c1ccc(CNCc2ccccc2)cc1	9	14	0	-2	1	0.88	-0.2	-2
Cc1cc(OC(=O)c2ccc(S(=O)(=O)N3CCOCC3)cc2)c([N+](=O)[O-])c(=O)[nH]1	·	5	3	10	-5	·	1.1	2
Cc1ccc(/C=C/c2nc3ccccc3s2)s1	92*	-114	-4	3	-2	1.1	-0.3	-29
COc1ccc(NC(=O)C(NC(=O)c2ccc(=O)[nH]c2)c2ccccc2)cc1 (stereo not drawn)	-25	16	-5	5	2	0.93	-0.3	-2
Cc1cc(C=O)c(C)n1-c1ccc(Cl)c(C(=O)O)c1	-20	8	3	5	0	1.1	-1.6	0
COc1ccc(Cl)cc1NC(=O)C1CCN(C(=O)C2CC(=O)N(c3ccc(C)cc3)C2)CC1 (stereo not drawn)	-11	6	-7	-17	3	1	0.7	-2
CCN(CC)c1ccc(C(=O)N/N=C(\C)c2ccc(O)cc2)cc1	6	-74	36	-2	-5	0.95	1.0	2
N#CC(C#N)=C1SC(=Nc2ccccc2)C(=Nc2ccccc2)N1c1ccccc1	·	6	-6	29	-6	·	6.4	-8
COc1ccc(N2C(=O)CC(N3CCC(O)(c4cccc(C(F)(F)F)c4)CC3)C2=O)cc1 (stereo not drawn)	-3	13	-5	14	2	1.1	1.4	-10
Cc1ccn2c(C(=O)CSc3ccccc3)c(C)nc2c1	-3	5	-5	0	0	1	0.2	-1
Cn1nccc1C(=O)Nc1cccc(S(=O)(=O)N2CCOCC2)c1	2	1	3	-11	-1	1.2	0.1	0
CCC(C)c1ccc(NC(=S)NN2CCOCC2)cc1 (stereo not drawn)	4	12	2	-3	1	0.98	14	-5
Cc1ccc(C(=O)C2C(c3ccc(-c4ccccc4[N+](=O)[O-])o3)NC(=O)NC2(O)C(F)(F)F)cc1 (stereo not drawn)	37	20	-23	21	-3	1	-0.4	1
C[C@H](NC(=O)c1ccccc1Cl)C(=O)NCc1cccs1	-12	1	-3	-6	-3	0.96	3.1	-1
Cc1cc(C)nc(-n2nc(C)cc2NC(=O)CN2CCCC(C)C2)n1 (stereo not drawn)	0	7	-12	-23	1	1.3	0.6	-2
O=C(Nc1cccc2c1CCCC2)c1ccccc1Cl	6	17	1	-9	1	0.98	-0.6	-2
CCc1cc(C(=O)Cc2cnn(-c3ccccc3)c2)c(O)cc1O	10	-221	-2	-7	0	0.84	45	0
NC(=O)CC(NC(=O)c1ccc(Br)cc1)c1ccc(N2CCCCCCC2)c([N+](=O)[O-])c1 (stereo not drawn)	-22	28	-15	15	3	1.1	0.2	-5
CCOc1ccc(N2C(=O)CC(N(Cc3ccco3)C(=O)CC)C2=O)cc1 (stereo not drawn)	6	7	-8	16	5	1.1	-0.3	3
O=C(O)CSCC(=O)N1CCCCC1	12	11	2	-13	3	0.86	-2.6	0
CCCc1ccc(S(=O)(=O)N2CCN(C(=O)CN3C(=O)NC(C)(C4CC4)C3=O)CC2)cc1 (stereo not drawn)	·	15	·	-11	2	·	0.9	·
CCCNC(=O)c1ccccc1N1CCN(CCCCN2C(=O)C3CCCCN3C2=O)CC1 (stereo not drawn)	-22	-13	-2	-3	1	0.77	0.4	2
O=C(CSc1nc2c(c(=O)n1-c1ccc(F)cc1)SCC2)N1CCCC1	-3	9	-9	-2	2	2.1*	0.1	-4
CCOC(=O)c1ccc(N/C=C/C(=O)c2ccco2)cc1	85*	-275	-15	-1	-26	1.1	-0.5	-2
O=C(CSc1nnc(NC2CCCCC2)s1)Nc1ccc(N2CCOCC2)cc1	-2	18	7	2	0	0.92	-1.4	-2
